# HCV inhibitor = qHTS Assay for Inhibitors of Hepatitis C Virus (HCV); Huh7.5.1 HCVcc-Cre infection, luciferase reporter, 44 h; Potency, µM (titrated, usually from 41.8 µM), without a hit: at the top dose activity change, negative = inhibition, usual class: inhibitors; 340,000 tested, 3.4% active; AID 651820, 2012; further: potency means the concentration at half of the fitted maximal effect
#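 Reporter virus HCVcc-Cre (~0.5 moi) infects cells exposed to compound; seeding density 1,000 cells/well with 4 h settling beforehand. Luminescence, 15 sec read, taken 44 h post-infection following a 15 min RT substrate incubation.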
# HCMV inh = qHTS Assay for inhibitors of the human cytomegalovirus (HCMV). HFF cells, HCMV-luciferase reporter, 72 h; stronger effect = lower value. activity change, negative = inhibition, % at 57.5 µM. 410,000 tested, 4.5% active; in the data active means activity change below about -60%; inconclusive means no clear call, values can overlap the other calls; inactive means above about -39%
#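 HFF cells seeded 16 h at 37C, treated with compounds, infected with luciferase-reporter HCMV at MOI 1 PFU/cell; luciferase read at 72 h post infection, normalized to buffer-only and Salinomycin controls.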
# FBPA Giardia inh = qHTS Assay for Inhibitors of Fructose-1,6-bisphosphate Aldolase from Giardia Lamblia; A8B2U2; purified Giardia FBPA; Potency, µM (series often up to 59.6 µM), inactives show top-dose activity, negative = inhibition, hits mostly inhibitors; 290,000 tested, 0.71% active; AID 2451, 2010; further: potency means the concentration at half of the fitted maximal effect; nearly all actives have a fitted effect of over 55% in size
# Target sequence (A8B2U2 whole entry, looked up): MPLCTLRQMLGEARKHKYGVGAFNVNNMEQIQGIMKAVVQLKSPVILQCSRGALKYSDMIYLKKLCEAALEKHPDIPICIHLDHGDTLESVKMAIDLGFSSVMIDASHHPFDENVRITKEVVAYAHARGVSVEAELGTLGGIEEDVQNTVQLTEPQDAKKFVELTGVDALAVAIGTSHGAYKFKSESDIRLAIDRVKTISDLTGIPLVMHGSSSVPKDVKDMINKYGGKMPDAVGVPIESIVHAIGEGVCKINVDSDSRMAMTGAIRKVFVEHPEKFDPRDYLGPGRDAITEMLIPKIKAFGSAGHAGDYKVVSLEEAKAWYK
#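 Giardia FBPA (40 nM reagent) was preincubated 10 min at RT with compound (up to 57.5 uM final), then substrate plus GAPDH/TPI/NAD/arsenate coupling system with diaphorase/resazurin was added; resorufin fluorescence (525/598 nm) was read after 20 min.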
# AmpC detergent = qHTS Inhibitors of AmpC Beta-Lactamase (assay with detergent); Potency, µM (series often up to 114 µM), for the others: at the highest dose activity change, negative = inhibition, actives largely listed as inhibitors; P00811; 370,000 tested, 0.041% active; AmpC hydrolysis of nitrocefin, absorbance 480 nm, 0.01% Triton;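 further: potency means the concentration at half of the fitted maximal effect; 0% = no-compound wells and -100% = no-enzyme wells; nearly all actives have a fitted effect of over 25% in size; some results filed as inactive show a strong effect at the top dose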
# Target sequence (P00811 whole entry, looked up): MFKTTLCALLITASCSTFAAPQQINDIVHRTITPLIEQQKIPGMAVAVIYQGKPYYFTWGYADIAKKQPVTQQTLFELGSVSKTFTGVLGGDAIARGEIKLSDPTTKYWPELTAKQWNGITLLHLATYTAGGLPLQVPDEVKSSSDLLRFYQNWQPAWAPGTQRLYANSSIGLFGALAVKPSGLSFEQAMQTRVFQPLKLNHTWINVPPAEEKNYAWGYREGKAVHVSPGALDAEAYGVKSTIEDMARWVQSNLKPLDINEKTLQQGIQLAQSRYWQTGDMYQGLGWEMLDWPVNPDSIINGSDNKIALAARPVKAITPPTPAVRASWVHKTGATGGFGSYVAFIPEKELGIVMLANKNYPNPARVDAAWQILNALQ
#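 AmpC (5.3 nM in the dispensed reagent) in 20 mM phosphate pH 7.0 with 0.01% (detergent screen) or 0.0001% Triton X-100 was preincubated with compounds for 15 min at room temperature. Nitrocefin was then added from an 800 uM solution, and hydrolysis was followed at 480 nm.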
# AMA1-RON2 inh = qHTS for Inhibitors of AMA1-RON; Towards Development of Antimalarial Drug Lead: Primary Screen; AlphaScreen AMA1-biotinylated RON2 peptide binding; Potency, µM (top dose mostly 58.2 µM), for the others: top-dose activity change, negative = inhibition, most hits filed as inhibitors; 360,000 tested, 0.2% active; AID 720542, 2013;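 further: potency means the concentration at half of the fitted maximal effect; 0% = vehicle wells and -100% = peptide control; nearly all actives have a fitted effect of over 45% in size; some results filed as inactive show a strong effect at the top dose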
#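 AMA1 (3D7) with his tag at 25 nM final met compounds first, then biotinylated RON2 peptide at 25 nM; detection used donor plus acceptor beads, 10 µg/mL apiece, read by AlphaScreen after 30 min at room temperature.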
# Sm TGR block = qHTS Assay for the Inhibitors of Schistosoma Mansoni Peroxiredoxins. 360,000 tested, 3% active. Potency, µM (highest dose often 114 µM), for the others: at the highest dose activity change, negative = inhibition, usual class: inhibitors. Schistosoma mansoni thioredoxin glutathione reductase (TGR), Q962Y6. purified TGR, DTNB reduction, TNB absorbance 405 nm; further: potency means the concentration at half of the fitted maximal effect; nearly all actives have a fitted effect of over 60% in size
#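 Kinetic colorimetric format: TGR-catalysed, NADPH-driven DTNB reduction monitored via TNB absorbance. Enzyme dispensed at 20 nM; compound exposure 15 min at room temperature before reaction start.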
# Starred values were filed as active, the others as inactive; ? = inconclusive; / = no result given; & = joins results of further samples; [ ] = dose if it differs, or a comment. Unless noted, the call rests on the fitted dose curve; in most records, active means well fitted curve in the direction sought with a large enough effect; inconclusive means small, poorly fitted or top-dose-only effect, or another doubt; inactive means no such curve, though single readings can be large; an effect the other way counts as inactive or inconclusive. Unless noted, on the % scale 0 is the no-effect control and ±100 the full control effect.
structure,HCV inhibitor,HCMV inh,FBPA Giardia inh,AmpC detergent,AMA1-RON2 inh,Sm TGR block
CC(C)(C)Sc1ccc(/C=N/O)cc1[N+](=O)[O-],-1%,4,-17%,0%,-21%,/
COc1ccccc1N1CCN(C(=O)c2ccc(C(C)(C)C)cc2)CC1,-25%,-36,-3%,-11%,-8%,-13%
OCC1(Cc2ccccc2)CCCN(Cc2cnn(-c3ccccc3)c2)C1 (centres undefined),4%,-17,1%,-2%,-9%,-11%
Cc1ccc(S(=O)(=O)c2nnn3c2nc(NC2CCN(Cc4ccccc4)CC2)c2ccccc23)cc1C,?,/,-17%,-6%,-7%,9%
CN1CCN(S(=O)(=O)c2cccc(C(=O)Oc3ccccc3Cl)c2)CC1,31%[activator],-12,/,7%,-7%,3%
CCCCn1c(N)c(N(CCOC)C(=O)c2ccc(Cl)c(S(=O)(=O)N3CCCCC3)c2)c(=O)[nH]c1=O,6%,-34,/,?,20%,0%
Cc1cccc(CSc2ccc(-c3ccco3)nn2)c1,-14%,45,-3%,-5%,2%,?
CCOC(=O)c1c(S(=O)(=O)N2CCCC(C(=O)N(C)Cc3ccccc3)C2)c(C)n(C)c1C (centres undefined),/,3,/,7%,/,8%
Cc1ccnc(NC(=O)c2ccc(NS(=O)(=O)/C=C/c3ccccc3)cc2)c1,1%,12,/,-18%,-7%,12%
CCN(CC)c1ccc(/C=N/NC(=O)c2cc(C)nc3ccccc23)cc1,17%,-15,0%,4%,-28%,22%
C=CCNCCCCOc1ccccc1-c1ccccc1,?,-30,1%,5%,-3%,-4%
CCOc1ccc(C(=O)NCC(=O)N2CCC3(CC2)NCCc2[nH]cnc23)cc1,7%,-27,/,-1%,-1%,-14%
Cc1ccc(C2=NCC(=O)Nc3ccc(Br)cc32)cc1,-1%,0,-18%,?,1%,4%
S=c1[nH]nc(-c2cccs2)n1/N=C/c1cn(-c2ccccc2)nc1-c1cccs1,?,95,6%,2%,36%[activator],1%
CCOC(=O)c1c(NC(=O)CN2CCN(C)CC2)sc(C(=O)Nc2ccccc2)c1C,6.3µM*,-8,-1%,-6%,17%,-2%
O=C(Nc1ccc(N2CCCC2)cc1)C(c1ccccc1)c1ccccc1,-1%,-3,-17%,-3%,-20%,?
CCNS(=O)(=O)c1cc(OC)ccc1OC,-2%,6,0%,?,-1%,3%
C[C@]12CCC(=O)C[C@@H]1CC[C@@H]1[C@@H]2CC[C@@]2(C)[C@H]1CC[C@]2(C)O,/,/,8%,-4%,/,0%
COc1ccc(CC(C)NC2CCCCCC2)cc1 (centres undefined),-4%,-9,-25%,3%,-10%,3%
Cc1cc(F)ccc1NC(=O)C(C(C)C)N1Cc2ccccc2C1=O (centres undefined),/,6,/,-5%,/,-13%

# In the list so far, these have a Cl atom.
structure,HCV inhibitor,HCMV inh,FBPA Giardia inh,AmpC detergent,AMA1-RON2 inh,Sm TGR block
CN1CCN(S(=O)(=O)c2cccc(C(=O)Oc3ccccc3Cl)c2)CC1,31%[activator],-12,/,7%,-7%,3%
CCCCn1c(N)c(N(CCOC)C(=O)c2ccc(Cl)c(S(=O)(=O)N3CCCCC3)c2)c(=O)[nH]c1=O,6%,-34,/,?,20%,0%

# More results
structure,HCV inhibitor,HCMV inh,FBPA Giardia inh,AmpC detergent,AMA1-RON2 inh,Sm TGR block
O=C(/C=C/c1cccc(Cl)c1)c1nc2ccccc2[nH]1,?,3,0%,-4%,62%[activator],7%
COc1ccc2cc(C(=O)Nc3ccc(F)cc3)sc(=O)c2c1OC,?,42,5%,?,-7%,-21%
CCCCc1ccc(Nc2cc(C)nc(-n3nc(C)cc3C)n2)cc1,/,-97*,/,13%,/,-3%
Cc1ccc(C(=O)NNC(=O)COc2ccc(Cl)cc2C)o1,8%,150,/,?,81%[activator],3%
COc1ccc(NC(=O)CSc2nn3c(=O)c(C)nnc3s2)cc1,3%,-12,?,0%,86%[activator],-17%
COc1ccc(Oc2ccc(C(F)(F)F)cc2NC(=O)c2ccc(OC)cc2)cc1,-21%,-34,-9%,1%,13%,0%
CCCNC(=O)NC(=O)CSc1nc2cc(C(=O)OC)ccc2c(=O)n1-c1ccccc1,18%,?,1%,-2%,-5%,6%
O=C(CC1C(=O)NCCN1C(=O)c1ccc([N+](=O)[O-])cc1)Nc1ccc(F)cc1 (centres undefined),21%,-21,5%,-7%,0%,-16%
Cn1c(=O)c(Oc2ccc(Cl)cc2)c(O)c2ccccc21,8%,-8,-4%,-1%,0%,0%
COC(=O)c1ccccc1NC(=O)c1ccc2c(c1)CCN2S(=O)(=O)c1ccc(C)cc1,/,-8,/,-1%,/,-1%
CCOc1ccc(C)cc1-n1nc2ccccc2n1,?,-3,5%,?,-5%,12%
CC(C)Cn1c(CCC(=O)O)ccc1-c1cccs1,9%,-3,14%,1%,0%,22µM*
Fc1ccc(C[n+]2c(-c3ccccc3)cc(-c3ccccc3)cc2-c2ccccc2)cc1,10µM*,-84*,/,?,7%,-4%
COc1ccc(NC(=O)C2CCN(C(=O)c3ccccc3)CC2)c(OC)c1,-21%,-4,3%,?,0%,0%
CC(=O)c1cccc(NC(=O)c2nc(-c3ccccc3)n(-c3cccc(C)c3)n2)c1,/,-19,/,13%,/,-7%
Brc1ccc(-c2noc(C3CCCCC3)n2)cc1,3%,-17,3%,2%,-10%,13%
COc1ccc(C=O)cc1COc1ccccc1F,9%,-34,-2%,-4%,5%,-1%
COc1ccc(OC)c(NC(=O)C2CCN(c3cc(-c4ccccc4)nc4ncnn34)CC2)c1,14µM*,?,-8%,-9%,3%,0%
CCCCn1c(O)c(C(C)=NCCN2CCCCC2)c(=O)[nH]c1=O,-4%,-9,-1%,-3%,19%,?
O=C(c1ccc(F)c(S(=O)(=O)N2CCOCC2)c1)N1CCc2ccccc21,13%,-18,-4%,1%,15%,2%

# 2 of the compounds above, with two lines to a compound.
# Values in the order – HCV inhibitor, HCMV inh, FBPA Giardia inh, AmpC detergent, AMA1-RON2 inh, Sm TGR block
CCCCn1c(O)c(C(C)=NCCN2CCCCC2)c(=O)[nH]c1=O
 : -4%, -9, -1%, -3%, 19%, ?
O=C(c1ccc(F)c(S(=O)(=O)N2CCOCC2)c1)N1CCc2ccccc21
 : 13%, -18, -4%, 1%, 15%, 2%

# Remaining list, next part
structure,HCV inhibitor,HCMV inh,FBPA Giardia inh,AmpC detergent,AMA1-RON2 inh,Sm TGR block
Cc1ccc([N+](=O)[O-])cc1NC(=O)CSc1nncc2ccccc12,8%,?,/,-10%,4%,2%
COC(=O)c1c(NC(=O)C2CC2)sc2c1CCCC2,10µM*,2,-1%,?,-9%,4%
CCN1C(=O)[C@H]2[C@H]3CN=C(SCc4ccc(C(=O)OC)cc4)N3[C@@](C)(C(=O)OC)[C@H]2C1=O,7%,0,/,/,7%,/
Cc1nn(C)c(Oc2ccc(Cl)cc2)c1C=O,-11%,-4,3%,2%,3%,1%
Cc1ccc(NC(=O)CCC(=O)c2cccs2)c(O)c1,-26%,-16,3%,1%,13%,-2%
Cc1nc(N2CCN(C(c3ccccc3)c3ccccc3)CC2)[nH]c(=O)c1C,11%,15,-9%,0%,12%,8%
COc1ccc(C(c2nnnn2C2CCCCC2)N2CCN(c3ccc(OC)cc3)CC2)cc1 (centres undefined),?,-21,-3%,-3%,?,-12%
O=C(COC(=O)c1ccc(O)cc1O)Nc1ncc(Cl)cc1Cl,?,-6,/,-12%,-5%,-22%
CC(=O)N1c2ccc(S(=O)(=O)N3CCC(C(=O)N4CCN(c5ccccc5F)CC4)CC3)cc2CC1C (centres undefined),?,-26,/,-9%,18%,-1%
COc1ccccc1C(=O)N/C(=C\c1ccc(Br)cc1)C(=O)NCCC(=O)O,12%,2,2%,-3%,-6%,16%
Cc1cc(Nc2ccccc2C)nc(-n2nc(C)cc2C)n1,/,-69*,/,2%,/,3%
CC(/C=N\NC(=O)c1ccc2c(c1)OCO2)c1ccccc1 (centres undefined),5%,37,7%,-3%,81%[activator],-8%
CC(C)(C)CC(C)(C)SSc1n[nH]c(=S)s1,16%,-18,/,/,56%[activator],/
CC(=O)Nc1ccc(S(=O)(=O)N2CCN(S(=O)(=O)N3CCOCC3)CC2)cc1,3%,-11,0%,?,-6%,-1%
CN(C)CCNC(=S)Nc1ccc(Cl)cc1Cl,10%,8,6%,1%,2%,7%
CC(Sc1nnc(CN2CCCC2)n1Cc1ccccc1)C(=O)Nc1ccc(F)cc1Cl (centres undefined),?,-5,/,/,-20%,/
COc1ccc(C(CNC(=O)Cc2ccccc2)N2CCCCC2)cc1 (centres undefined),15%,-4,6%,?,6%,6%
COc1ccc(C(CNC(=O)c2cccc(NC(=O)c3cccs3)c2)N2CCCC2)cc1 (centres undefined),?,-4,/,-16%,-13%[11.6 µM],-3%
CN(CC(=O)Nc1ccccc1F)S(=O)(=O)c1ccc2c(c1)c(=O)n(C)c(=O)n2C,/,3,/,-2%,/,8%
Nc1nnc(-c2cccc(Cl)c2Cl)c(N)n1,-2%[8.37 µM],53,2%&-5%&4%&3%,-1%&-4%,-2%,6%&-2%

structure,HCV inhibitor,HCMV inh,FBPA Giardia inh,AmpC detergent,AMA1-RON2 inh,Sm TGR block
CCOc1ccc(NC(=O)CN2C(=O)NC3(CCCCCC3)C2=O)cc1,6%,-22,/,/,-6%,/
C/C=C/C=C/C(=O)Nc1nccs1,-10%,2,-9%,-6%,-1%,35µM*
O=C(N/N=C/c1ccco1)c1cc(-c2ccc(Cl)cc2)n[nH]1,-7%,0,-2%,3%,64%[activator],1%
O=C1c2ccccc2-c2cccc(C(=O)N3CCCCCC3)c21,16%,-21,0%,?,14%[11.6 µM],-6%
O=C(NCC1CCCN1S(=O)(=O)c1cccs1)C(=O)Nc1cccc(F)c1 (centres undefined),19%,-37,/,-14%,19%,-11%
CCOC(=O)C1=C(C)NC(C)=C(C(=O)OCC)C1C(=O)OCC(=O)N1CCc2ccccc2C1,?,11,3%,2%,9%,-2%
CCc1ccccc1S(=O)(=O)Cc1ccc(C(=O)NCCc2ccc(C)cc2)o1,/,-31,/,?,/,-7%
CCCCc1cc(=O)oc2cc(C)cc(OCC(=O)NCC3CCC(C(=O)O)CC3)c12 (centres undefined),0%,-7,9%,-14%,-12%,4%
COc1ccc(C2c3cc(OC)c(OC)cc3CCN2C(=O)c2ccccc2Br)cc1OC (centres undefined),?,-7,-4%,-3%,-6%,2%
Cc1ccc2c(c1)N(CC(=O)Nc1ccccc1F)C(=O)C(C)O2 (centres undefined),9%,45,/,/,12%,/
CC1CCC(NC(=O)c2ccc3c(c2)N(Cc2ccccc2F)C(=O)c2ccccc2S3)CC1 (centres undefined),/,67,/,11%,/,3%
Cc1[nH]c2ccccc2c1/C=N/NC(=O)c1cccc([N+](=O)[O-])c1,-29%&-1%,-61*,-10%,1%,23%&3%,-6%

# Screening data: PubChem BioAssay, National Center for Advancing Translational Sciences (NCATS)

# Compounds as they come; overall some 9.3% were active at least once.
